Source: PubChem
STAT3 activator – IL-6 driven STAT3 reporter potentiators, primary screen, U3A cells, luciferase, luminescence, MLSCN library | 190,000 tested, 0.91% active | activation (% of control), % at 5.6 µM | AID 871, 2007 | IL-6 STAT3-luciferase reporter; 100% = signal with IL-6 EC80 alone;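 active means activation above the screen-wide mean of compound activation plus 3 SD, cut at about 130% in these data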;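 further: 0% = background luminescence of wells with medium and substrate only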
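Detection: reporter luminescence signal / Assay system: STAT1-lacking human U3A cells, STAT3 luciferase reporter / Incubation: compound pre-incubation 1 h before IL-6, then 6 h stimulation at 37 °C / Control set: IL-6-only high control / Read-out: % activation relative to IL-6 control / Probe or stimulus: Interleukin-6, 33 ng/mL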
NF-kB neuron act – activators of NF-kB expression in neurons, primary screen, cell-based, HTS; fold change at 12.5 µM; AID 1239, 2008; human neuronal cells, NF-kB reporter expression; hits give high values; 190,000 tested, 1.6% active; in the data active means fold change above about 3.3
Redox H2O2 prof – compounds producing H2O2 with reducing agent – biochemical, NIH compound library profiling, artefact control for MLSCN library redox annotation, primary screen; AID 878, 2007; 200,000 tested, 0.03% active; DTT-dependent redox cycling H2O2, phenol red/HRP absorbance; 100% = 100 µM peroxide control, 0% = buffer; activation, % at 10 µM;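 active means activation of at least 50% relative to the plate's high and low controls in the primary single-dose screen; inactive means activation below 50%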;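 further: compound incubated with DTT at 0.8 mM final as the reducing agent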
Efa HMGR inh – inhibitors of E. faecalis class II HMGR, primary screen, biochemical, Enterococcus faecalis; HMG-CoA reductase (Enterococcus faecalis, mvaE); purified E. faecalis HMGR, NADPH absorbance 340 nm kinetic; inhibition, % at 10 µM; 190,000 tested, 0.41% active;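 active means inhibition above a set limit, the median over all tested compounds plus 3 SD, cut at about 9.5% in these data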;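 further: enzyme runs in reverse so mevalonate oxidation gives rising NADPH absorbance; 0% = complete reaction with DMSO and 100% = background rate lacking mevalonate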
STAT1 inh – STAT1 signaling inhibitors, primary screen, cell-based, HTS, luciferase reporter. NIH 3T3 STAT1-luciferase reporter, IFN-gamma, luminescence. inhibition, % at 5.5 µM. 200,000 tested, 0.35% active;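 active means inhibition above a set limit, the mean inhibition across all tested compounds plus 3 SD, cut at about 34% in these data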;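 further: 0% = IFN-gamma with DMSO and 100% = IFN-gamma with 300 µM nifuroxazide; values of inactives mirror those of a sister screen read the other way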
Hsp70 activator – Hsp70 transcriptional activators, primary screen, cell-based, HeLa, Hsp70 promoter luciferase, luminescence, 10 µM; activation, % at 10 µM; 200,000 tested, 0.04% active; HeLa Hsp70 promoter luciferase reporter; scaled: vehicle 0, proteasome-inhibitor control 100%; AID 1203, 2008;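 active means activation above the mean across all tested compounds plus 3 SD, cutoff set per campaign, cut at about 5.5% in these data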;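 further: 100% = MG132 at 30 µM as the positive control and 0% = DMSO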
TLR4-MyD88 BLA – inhibitors of TLR4-MyD88 association in cells, primary screen, cell-based, HeLa CL3-4, BLA complementation, FRET ratio; inhibition, % at 8.4 µM; 200,000 tested, 0.18% active; Toll-like receptor 4 (Homo sapiens) + Myeloid differentiation primary response protein …; HeLa CL3-4 TLR4/MyD88 BLA complementation; in the data active means inhibition above about 25%;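 further: 0% = vehicle and 100% = reference inhibitor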
Target sequence (O00206 whole entry, looked up): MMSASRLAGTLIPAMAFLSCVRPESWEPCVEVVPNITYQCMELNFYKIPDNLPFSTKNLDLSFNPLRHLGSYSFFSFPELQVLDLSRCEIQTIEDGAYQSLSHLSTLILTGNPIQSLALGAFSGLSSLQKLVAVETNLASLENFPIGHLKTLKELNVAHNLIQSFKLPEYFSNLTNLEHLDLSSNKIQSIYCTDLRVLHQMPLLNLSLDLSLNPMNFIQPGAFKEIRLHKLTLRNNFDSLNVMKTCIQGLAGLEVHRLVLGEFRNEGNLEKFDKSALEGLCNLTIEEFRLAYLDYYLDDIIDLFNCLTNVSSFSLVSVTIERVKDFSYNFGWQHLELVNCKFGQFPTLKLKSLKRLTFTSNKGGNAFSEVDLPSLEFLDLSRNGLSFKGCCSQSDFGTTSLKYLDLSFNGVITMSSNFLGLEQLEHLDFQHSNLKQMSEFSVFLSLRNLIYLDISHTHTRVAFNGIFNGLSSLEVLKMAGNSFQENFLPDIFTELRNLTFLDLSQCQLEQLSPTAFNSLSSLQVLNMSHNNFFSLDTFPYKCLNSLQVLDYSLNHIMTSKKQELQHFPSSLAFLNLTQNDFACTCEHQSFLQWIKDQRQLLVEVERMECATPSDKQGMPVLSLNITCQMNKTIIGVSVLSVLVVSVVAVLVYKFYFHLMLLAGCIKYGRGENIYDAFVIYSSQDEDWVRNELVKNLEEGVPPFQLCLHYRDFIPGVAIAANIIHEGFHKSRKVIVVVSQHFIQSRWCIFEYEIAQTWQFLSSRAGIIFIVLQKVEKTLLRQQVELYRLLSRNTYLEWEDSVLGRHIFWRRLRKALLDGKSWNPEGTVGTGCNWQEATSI
Target sequence (Q99836 whole entry, looked up): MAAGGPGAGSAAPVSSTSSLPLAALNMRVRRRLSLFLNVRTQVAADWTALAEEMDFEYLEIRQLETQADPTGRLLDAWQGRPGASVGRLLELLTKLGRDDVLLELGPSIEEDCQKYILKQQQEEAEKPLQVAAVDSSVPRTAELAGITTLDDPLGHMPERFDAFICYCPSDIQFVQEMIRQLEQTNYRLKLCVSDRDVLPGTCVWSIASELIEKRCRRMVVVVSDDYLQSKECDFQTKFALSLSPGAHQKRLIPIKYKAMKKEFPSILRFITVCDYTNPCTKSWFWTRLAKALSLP
STAT1 activator – STAT1 signaling activators, primary screen, cell-based, HTS, luciferase reporter; NIH 3T3 STAT1-luciferase reporter, IFN-gamma, luminescence; 100% = IFN-gamma alone, no compound; activation (% of control), % at 5.5 µM; 200,000 tested, 2.6% active; AID 932, 2007;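 active means activation above the screen-wide mean activation plus 3 SD, cut at about 130% in these data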;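 further: raw ratio to IFN-gamma control signal so 100% means no change and 0% no light; values of inactives mirror those of a sister screen read the other way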
STAT3 inh – IL-6 driven STAT3 reporter inhibitors, primary screen, U3A cells, luciferase, luminescence, MLSCN library; IL-6 STAT3-luciferase reporter; host cell line lacks STAT1; inhibition, % at 5.5 µM; 190,000 tested, 0.89% active; AID 862, 2007;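 active means inhibition above the mean inhibition across all screened compounds plus 3 SD, cut at about 44% in these data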;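 further: 0% = DMSO only wells and 100% = 100 µM nifuroxazide control wells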
APP 5'UTR act – activators of APP 5'UTR luciferase reporter, primary screen, SH-SY5Y cells; 190,000 tested, 1% active; SH-SY5Y APP 5'UTR luciferase reporter, luminescence; zero percent = DMSO vehicle wells; AID 1276, 2008; activation, % at 2 µM;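 active means activation above a set limit, based on mean plus 3 SD of controls, cut at about 140% in these data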; further: values of inactives mirror those of a sister screen read the other way
* marks the source's active call; other numbers are inactive results; nt = no result given.

SMILES	STAT3 activator	NF-kB neuron act	Redox H2O2 prof	Efa HMGR inh	STAT1 inh	Hsp70 activator	TLR4-MyD88 BLA	STAT1 activator	STAT3 inh	APP 5'UTR act
CCN(CC)c1ccc(/C=N/NC(=O)OC)c(O)c1	96	2.6	-0.7	-3	-14	-0.2	-12	113	5	26
O=C(NCC(=O)N(c1cccnc1)C(C(=O)NC1CCCCC1)c1cccnc1)c1ccco1 (stereo not drawn)	94	1.1	1.4	-1	6	-0.2	3	95	12	6
CC1CCc2nc(NC(=O)CN3CCN(Cc4ccc5c(c4)OCO5)CC3)sc2C1 (stereo not drawn)	100	0.71	0.8	-7	-2	0.4	15	102	4	10
O=C(CSc1nc(-c2ccccc2)nc2ccc(F)cc12)Nc1ccc(C(=O)O)cc1	108	0.83	0.2	-2	1	-0.4	3	97	-8	-10
O=S(=O)(O)c1nnc2sc3ccccc3n12	100	1.4	0.0	-3	1	-0.2	-4	99	3	7
CC1CCCN(C(=O)CSc2nnc(-c3c[nH]c4ccccc34)o2)C1 (stereo not drawn)	96	1.2	1.9	-7	-5	0.1	6	105	7	4
CC(C)NC(=O)/C=C/C(=O)O	91	1.1	0.3	3	2	-0.2	-5	97	13	-8
O=C(NCc1ccc2c(c1)OCO2)C1CC(c2ccccc2O)=NO1 (stereo not drawn)	103	0.93	0.5	-3	-4	-0.6	-8	104	2	13
CCc1nc(OCCN(CC)CC)c2oc3ccccc3c2n1	100	1.2	-0.3	-2	-4	-0.1	-3	103	2	-1
O=C(CCSCc1ccccc1Cl)NCc1ccco1	98	1.9	-0.9	-4	-8	-0.3	4	107	14	16
Cc1ccc(S(=O)(=O)NNc2nnc(C)c(=O)[nH]2)cc1	101	1.1	-1.7	-4	0	-0.3	-1	100	2	4
COC(=O)[C@@H](NC(=O)Nc1ccc(OC(F)(F)F)cc1)C(C)C	99	1.4	0.4	1	-2	-0.4	13	101	6	-2
Cc1ccc(C(=O)O/N=C\c2ccc(N3CCOCC3)c([N+](=O)[O-])c2)cc1	108	0.99	-3.5	5	-5	0.1	-1	105	-1	3
CCC/C(O)=C1\C(=O)CCCC1=NC(C)C(=O)O (stereo not drawn)	96	0.89	-0.3	0	-2	0.3	1	102	11	2
COc1ccc(NC(=S)NC(NC(=O)c2ccc(Cl)cc2Cl)C(Cl)(Cl)Cl)c([N+](=O)[O-])c1 (stereo not drawn)	98	1.1	-2.1	-1	8	0.0	8	92	4	0
O=C(O)c1ccc(Cl)c(S(=O)(=O)NC(Cc2ccccc2)C(=O)O)c1 (stereo not drawn)	100	1.1	-1.9	-8	5	-0.4	2	93	4	-9
O=C(CCN1CCCC1)Nc1ccccc1	104	0.73	0.2	-5	1	-0.2	-2	99	-4	28
COc1ccc(NC(=O)C2CCN(S(C)(=O)=O)CC2)cc1Cl	99	1.1	0.0	-2	3	-0.1	3	97	7	-10
CC/C(=C\C(=O)c1ccncc1)Nc1ccc(O)cc1	86	0.79	5.7	-1	6	-0.2	-8	94	21	6
CCCCCCCCSc1nnc(CSc2nc3nc(C)cc(C)n3n2)o1	98	0.86	-3.5	-2	-2	0.1	1	102	8	3

Reprinted at random: four entries already listed.
SMILES	STAT3 activator	NF-kB neuron act	Redox H2O2 prof	Efa HMGR inh	STAT1 inh	Hsp70 activator	TLR4-MyD88 BLA	STAT1 activator	STAT3 inh	APP 5'UTR act
O=C(NCC(=O)N(c1cccnc1)C(C(=O)NC1CCCCC1)c1cccnc1)c1ccco1 (stereo not drawn)	94	1.1	1.4	-1	6	-0.2	3	95	12	6
O=C(CCN1CCCC1)Nc1ccccc1	104	0.73	0.2	-5	1	-0.2	-2	99	-4	28
O=C(NCc1ccc2c(c1)OCO2)C1CC(c2ccccc2O)=NO1 (stereo not drawn)	103	0.93	0.5	-3	-4	-0.6	-8	104	2	13
CC1CCc2nc(NC(=O)CN3CCN(Cc4ccc5c(c4)OCO5)CC3)sc2C1 (stereo not drawn)	100	0.71	0.8	-7	-2	0.4	15	102	4	10

New compounds follow
SMILES	STAT3 activator	NF-kB neuron act	Redox H2O2 prof	Efa HMGR inh	STAT1 inh	Hsp70 activator	TLR4-MyD88 BLA	STAT1 activator	STAT3 inh	APP 5'UTR act
Cc1cc(-c2cccc([N+](=O)[O-])c2)nc2ccc3ccccc3c12	94	1	1.9	4	-1	-0.4	-2	101	17	-1
O=C(c1cccc2cccc(O)c12)N1CCCCC1	98	0.99	3.7	-2	-12	-0.2	-5	111	7	2
Cn1c(=O)c2cc(S(=O)(=O)NC(C(=O)NCc3cccnc3)c3ccccc3)ccc2n(C)c1=O (stereo not drawn)	96	1.1	0.0	-1	3	-0.2	4	97	13	-9
Cc1ccc(S(=O)(=O)Oc2ccc(C3C4=C(CCCC4=O)N(CCC(=O)O)C4=C3C(=O)CCC4)cc2Cl)cc1	103	0.91	-0.2	4	4	-0.2	-13	96	0	4
CCC(=O)N1CCc2cc(S(=O)(=O)CCC(=O)Nc3nc(C)cs3)ccc21	109	1.1	1.3	-4	9	-0.4	-9	92	-7	-5
Cc1ccc(C(=O)COC(=O)c2c(C)cc(=O)oc2C)cc1[N+](=O)[O-]	95	0.89	-0.9	-2	1	-0.5	0	99	7	-5
S=c1[nH]nc(-c2ccccc2)n1/N=C/c1ccc(-c2ccccc2Cl)o1	102	4.5*	-0.2	-1	1	-0.3	3	99	3	-5
Cc1nn(C)c(Oc2ccccc2)c1CCNC(=O)CC(C)C	95	1.1	-2.0	3	18	-0.3	-1	83	8	-6
CCc1cc2c(=O)c(-c3cnn(-c4ccccc4)c3)c(C)oc2cc1OCC(=O)Nc1cccc(C)c1	105	1.1	0.6	0	11	-0.2	8	90	-6	-34
CCCn1c(CN2CCN(c3cccc(Cl)c3)CC2)nc2c1c(=O)n(C)c(=O)n2C	77	0.94	-1.4	-5	14	-0.3	7	87	33	-1
COc1ccc(Cl)cc1C(=O)Nc1nc2ccc(S(C)(=O)=O)cc2s1	90	1	-0.4	-6	-16	-0.3	-10	113	15	-10
CCCNC(=O)c1ccccc1NC(=O)c1ccccc1N(C)S(=O)(=O)c1ccccc1	101	1.1	0.0	1	1	-0.4	-8	99	-1	1
O=C(Cn1ccccc1=O)c1ccc(Cl)cc1	101	1.2	0.3	1	-6	0.1	1	105	7	9
CCOC(=O)c1c(C)nc(SCC(N)=O)c(C#N)c1-c1ccccc1	106	2.5	0.2	0	-3	-0.3	4	103	-5	1
c1coc(CNc2nc3nonc3nc2NCc2ccco2)c1	70	1	-0.9	-5	2	-0.3	3	98	40	4
CCc1ccc(C(C(=O)NC2CCCCC2)N(C(=O)CNC(=O)c2ccco2)c2cccnc2)cc1 (stereo not drawn)	104	nt	0.5	nt	1	0.0	-2	99	-2	-5
COCCCNC(=O)CSc1nc2sc(C(=O)OC)c(C)c2c(=O)n1N	98	1	-0.6	-1	2	-0.2	-4	97	13	8
C/C(CCc1ccccc1)=N\NC(=O)CC(=O)NCCc1ccccc1	92	1.3	0.1	-6	8	-0.5	0	93	13	-10
CC(C)c1ccc(NC(=O)C(c2ccccc2)N2CCN(C(=O)c3ccco3)CC2)cc1 (stereo not drawn)	108	1.3	0.8	0	-5	-0.1	10	105	-4	33
O=C(NCc1cn(-c2ccccc2)nc1-c1ccccc1)c1cccc([N+](=O)[O-])c1	102	0.85	2.0	1	-10	-0.5	-12	109	-8	-13
O=[N+]([O-])c1cc(S(=O)(=O)NCCN2CCOCC2)ccc1Sc1nnnn1-c1ccccc1	73	2.4	0.2	-3	4	-0.2	7	97	36	-4
O=C(NCCCNCc1ccccc1)c1ccccn1	94	1.1	0.0	-3	-1	-0.1	-16	99	12	14
CC(=O)n1cc([C@H]2C=C(C(=O)Nc3ccccc3)O[C@@H](OCCCCO)C2)c2ccccc21	nt	0.65	0.2	-13	9	0.0	1	93	nt	-8
CC1CCN(CCCCOc2ccc([N+](=O)[O-])cc2)CC1	102	1.1	1.6	-2	3	-0.2	6	97	9	9
O=C(COc1ccc2ccccc2c1Br)NC(=S)Nc1cccc(CO)c1	76	1.3	0.0	0	-10	0.1	-10	109	31	31
O=C(CSc1ccc2nnc(-c3cccs3)n2n1)N1CCCC1	88	0.98	0.1	-6	8	-0.2	5	92	18	-5
NC(=O)c1cccn1Cc1ccccc1Cl	98	1.2	2.5	0	-8	-0.2	5	108	5	-4
Cc1cc(/C=C(\C#N)C(=O)O)c(C)n1CC1CCCO1 (stereo not drawn)	107	1.3	-1.4	-7	-19	0.0	-2	116	4	6
CO/N=C/c1ccc(N2CCN(C(=O)c3ccc(Cl)cc3Cl)CC2)c([N+](=O)[O-])c1	85	0.62	0.6	-6	19	-0.1	11	83	28	0
O=C(NC(C(=O)c1ccccc1)n1ccc(=O)[nH]c1=O)c1ccccc1 (stereo not drawn)	113	0.96	0.9	-3	-14	-0.4	1	113	-16	28
CCN1CCCc2cc(CN(CCN3CCOCC3)C(=S)Nc3ccc(OC)c(Cl)c3)ccc21	97	1.1	-0.2	-5	5	-0.1	-6	97	8	20
CCNC(=S)NNC(=O)Nc1ccccc1	105	0.94	0.3	-7	0	1.0	11	102	-6	4
Cc1c(Cl)cccc1NC(=S)NCCc1ccc(S(N)(=O)=O)cc1	98	1	0.3	0	-5	-0.4	-2	104	4	10
Cn1c(SCC(=O)Nc2ccc3nc(SCC(=O)NC4CC4)sc3c2)nnc1-c1ccccc1	91	1.2	0.5	2	-1	-0.4	-9	101	9	10
COc1cc2cc(Oc3ccc4ccc(=O)oc4c3)c(=O)oc2cc1OC(C)=O	nt	1.1	0.6	-1	-3	0.5	-15	102	nt	-16
O=C(CN(C(=O)C1COc2ccccc2O1)c1ccccc1)NCC1CCCO1 (stereo not drawn)	107	1	1.4	-3	-8	-0.3	-4	107	-4	-1
COc1cccc2cc(C(C)=O)oc12	98	1.3	-0.1	-4	-1	-0.2	4	102	5	-13
CC1CCCN(C(=O)CSc2nc3ncccc3[nH]2)C1 (stereo not drawn)	79	1.2	0.3	-5	-8	0.0	6	105	30	19
CCCNC(=O)c1nc(C)n(-c2cc(Cl)cc(Cl)c2)n1	86	1	0.0	5	0	0.1	5	97	21	5
O=C(CSc1ccccc1)N/N=C/c1ccccc1O	88	1.6	-0.1	-3	7	0.4	-22	92	21	-17
CC(C)Sc1nc2ccsc2c(=O)[nH]1	92	1.6	-1.7	3	-6	-0.2	-19	106	10	6
CC(=O)Nc1ccc(NC(=O)Cn2c(-c3ccc(F)cc3)cnc2SCC(=O)Nc2c(C)cccc2C)cc1	93	1.2	-3.4	1	2	0.0	6	98	10	3
COc1ccccc1-c1c(C)nn2c(N3CCN(c4ccccc4OC)CC3)cc(C)nc12	98	0.57	-1.4	-7	-12	-0.2	-1	111	7	7
